GBA enhancer – GBA activity enhancers in patient fibroblasts, primary screen, cell-based. 30,000 tested, 0.44% active. L444P Gaucher fibroblasts, 4-MU-glucoside fluorescence, 3 days. activation, % at 10 µM. Lysosomal acid glucosylceramidase (Homo sapiens), P04062; in the data active = activation above about 65%;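 note: 0% = vehicle wells and 100% = positive control wells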
Target sequence (P04062 whole entry L483P): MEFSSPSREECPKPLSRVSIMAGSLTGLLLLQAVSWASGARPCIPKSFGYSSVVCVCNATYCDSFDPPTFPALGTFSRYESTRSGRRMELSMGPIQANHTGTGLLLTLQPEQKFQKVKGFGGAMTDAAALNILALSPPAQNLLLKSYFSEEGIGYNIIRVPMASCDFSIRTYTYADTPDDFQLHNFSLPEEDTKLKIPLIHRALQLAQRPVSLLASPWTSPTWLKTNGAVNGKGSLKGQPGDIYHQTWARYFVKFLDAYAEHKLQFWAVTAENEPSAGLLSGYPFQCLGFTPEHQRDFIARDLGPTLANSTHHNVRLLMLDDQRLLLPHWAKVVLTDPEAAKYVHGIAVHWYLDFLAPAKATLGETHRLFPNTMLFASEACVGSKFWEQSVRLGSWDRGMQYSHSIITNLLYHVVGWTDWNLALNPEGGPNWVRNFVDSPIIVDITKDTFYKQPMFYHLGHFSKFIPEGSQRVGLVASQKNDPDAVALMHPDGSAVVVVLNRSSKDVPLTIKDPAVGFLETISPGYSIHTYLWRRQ
Starred values were filed as active, the others as inactive.

How did CCSc1nnc(NC(=O)c2cccnc2)s1 do in these assays?
GBA enhancer: 7.7

How did CCC(=O)c1ccc(OCC(O)CN2CC(C)OC(C)C2)cc1 (stereo unspecified) do in these assays?
GBA enhancer: -7.6

How did O=C(NCc1ccco1)NCC(F)(F)F do in these assays?
GBA enhancer: -31.8

Results for C=CCOC(=O)C1=C(C)N=C2SCCC(=O)N2C1c1ccc(OC(=O)c2ccco2)cc1 (stereo unspecified) ?
GBA enhancer: -6.0

How did CCc1ccccc1NC(=O)c1nnn(CC(=O)Nc2cccc(C)c2)c1N do in these assays?
GBA enhancer: 2.0

What do the screens show for `CCOC(=O)N1CCN(C(=O)c2ccc3c(=O)n(CCc4ccccc4)c(=S)[nH]c3c2)CC1`?
GBA enhancer: -31.0

Results for CCOc1ccc2cc(C#N)c(SCC(=O)N3CCC(C)CC3)nc2c1 ?
GBA enhancer: -35.0

What do the screens show for `N#Cc1nc(-c2ccc(OCc3ccc(Cl)cc3)cc2)oc1N1CCOCC1`?
GBA enhancer: -7.0

Results for CC1CN(c2cc(=O)n(-c3cccc(Br)c3)c(=O)[nH]2)CC(C)O1 (stereo unspecified) ?
GBA enhancer: -10.4

Results for Cc1nc2cc(NC(=O)N3c4ccccc4CC3C)ccc2n1C (stereo unspecified) ?
GBA enhancer: 2.0

Filtered by structure, those above containing a cyano group
Results for CCOc1ccc2cc(C#N)c(SCC(=O)N3CCC(C)CC3)nc2c1 ?
GBA enhancer: -35.0

What do the screens show for `N#Cc1nc(-c2ccc(OCc3ccc(Cl)cc3)cc2)oc1N1CCOCC1`?
GBA enhancer: -7.0

Next part
What do the screens show for `CCC(=O)N(Cc1ccco1)c1nc(-c2cc(OC)ccc2OC)cs1`?
GBA enhancer: -11.0

Results for CCCCCOC(=O)Cc1c(O)c2ccccc2[nH]c1=O ?
GBA enhancer: -11.7

How did Cc1ccc(-n2c(=O)[nH]c3c(C(N)=O)nc(CC(C)C)nc32)cc1 do in these assays?
GBA enhancer: -3.4

Results for Cc1cc(C)nc(NC2=NCC(=O)N2c2ccc(F)c(Cl)c2)n1 ?
GBA enhancer: -21.0

Results for Cc1cnc(-c2nnc(N(C)C(=O)C3CCOC3)s2)cn1 (stereo unspecified) ?
GBA enhancer: 56.4

What do the screens show for `CN1C(=O)C(O)(C2COC(C)(C)CC2=O)c2cc(Br)ccc21` (stereo unspecified)?
GBA enhancer: -14.0

What do the screens show for `COCCOC(=O)c1cc(C(=O)c2cc(F)ccc2O)coc1=N`?
GBA enhancer: -54.0

Results for O=c1[nH]cnc2cc(Cl)ccc12 ?
GBA enhancer: -3.4

Results for CN1C(=O)c2cccc3c(S(=O)(=O)NCc4ccco4)ccc1c23 ?
GBA enhancer: -25.2

How did N#CC(C(=O)NC1CCCCC1)c1nc2ccccc2nc1N1CCOCC1 (stereo unspecified) do in these assays?
GBA enhancer: -1.7

How did COc1cc(-c2nnc(COc3ccc4cc(Br)ccc4c3)o2)cc(OC)c1OC do in these assays?
GBA enhancer: -3.5

Results for Nc1ccnn1Cc1cccnc1 ?
GBA enhancer: -12.3

Results for Cc1ccc(C)c(NC(=O)CN(C)S(=O)(=O)c2ccccc2)c1 ?
GBA enhancer: -21.5

How did COc1ccc(C2(CCN)CC(C)N(C)CC2C)cc1 (stereo unspecified) do in these assays?
GBA enhancer: -1.9

Results for Cc1oc2ncnc(N)c2c1C ?
GBA enhancer: -11.8

Results for Fc1ccc2c(Cl)c(-c3nnc(-c4cccs4)o3)sc2c1 ?
GBA enhancer: -72.9

Results for O=C(CN1C(=O)C2CC=CCC2C1=O)Nc1nccs1 (stereo unspecified) ?
GBA enhancer: -2.2

What do the screens show for `CS(=O)(=O)N(CC(=O)NCCSc1ccccc1)c1ccc2c(c1)OCO2`?
GBA enhancer: 5.5

What do the screens show for `COC(=O)Nc1c(C)nn(Cc2ccccc2C)c1C`?
GBA enhancer: -36.0

What do the screens show for `COC(=O)c1ccc(N2C(=O)CC(NCc3ccccc3)C2=O)cc1` (stereo unspecified)?
GBA enhancer: 0.2

What do the screens show for `Cc1cc(=O)n2nc(N3CCCC3C(=O)NCc3ccccn3)sc2n1` (stereo unspecified)?
GBA enhancer: -9.4

What do the screens show for `CCCc1n[nH]c2c1/C(=N/O)CC(c1ccccc1)C2` (stereo unspecified)?
GBA enhancer: -12.6

Results for CN(C1CCS(=O)(=O)C1)S(=O)(=O)c1ccc(C2CCCCC2)cc1 (stereo unspecified) ?
GBA enhancer: -15.9

How did CC(C)COc1ccc(C2NC(=O)NC2=O)cc1 (stereo unspecified) do in these assays?
GBA enhancer: -9.5

Results for CC12CC(NC(=O)N1c1ccc(C(=O)N3CCN(c4ccccn4)CC3)cc1)c1ccccc1O2 (stereo unspecified) ?
GBA enhancer: 5.8

What do the screens show for `CC(=O)Oc1cc2c(C(=O)NCCN3CCOCC3)c(C)oc2c2ccccc12`?
GBA enhancer: 27.5

Results for COC(=O)c1ccccc1NC(=O)C(C)Oc1ccccc1 (stereo unspecified) ?
GBA enhancer: -8.0

Results for O=C(COc1ccccc1Cl)OCC(=O)N1CCN(S(=O)(=O)c2ccccc2)CC1 ?
GBA enhancer: -9.7

Results for Cn1cc(C(=O)NCCc2ccccc2)c(=O)c2cc(S(=O)(=O)N3CCOCC3)ccc21 ?
GBA enhancer: -9.9

What do the screens show for `N#CC1=C(N)Oc2n[nH]c(-c3cccs3)c2C1c1ccoc1` (stereo unspecified)?
GBA enhancer: 6.9

How did COc1cc(C(=O)OC(C)C(=O)N2CCc3ccccc3C2)ccc1OCC(=O)N1CCOCC1 (stereo unspecified) do in these assays?
GBA enhancer: 27.0

What do the screens show for `CC(C)OC(=O)CSc1nnc(-c2cnccn2)n1Cc1ccco1`?
GBA enhancer: -6.0

How did CCCc1[nH]nc2c1C(c1cc(OC)cc(OC)c1)C(C#N)=C(N)O2 (stereo unspecified) do in these assays?
GBA enhancer: -6.7

How did CCOc1cc(C(=O)N(C)Cc2cc3ccccc3[nH]c2=O)cc(OCC)c1OCC do in these assays?
GBA enhancer: -12.4

What do the screens show for `COC(=O)Cn1ccc(N(C)C)c(C#N)c1=O`?
GBA enhancer: -27.9

What do the screens show for `O=C(CSc1nc2cc(S(=O)(=O)N3CCOCC3)ccc2o1)NC1CCCc2ccccc21` (stereo unspecified)?
GBA enhancer: -0.1

Results for Cc1cc(C(=O)OCC(=O)Nc2ncc(C(F)(F)F)cc2Cl)c(C)o1 ?
GBA enhancer: -0.5

Results for Nc1ncnc2c1CCC2 ?
GBA enhancer: -20.8

Results for COC(=O)c1sccc1NC(=O)Cn1nnc(-c2ccc(C)cc2)n1 ?
GBA enhancer: -16.5

What do the screens show for `O=C(O)C1CC=CCC1C(=O)Nc1cc(Cl)ccc1Cl` (stereo unspecified)?
GBA enhancer: 40.7

Among those listed so far, these have a CF3 group.
How did O=C(NCc1ccco1)NCC(F)(F)F do in these assays?
GBA enhancer: -31.8

Results for Cc1cc(C(=O)OCC(=O)Nc2ncc(C(F)(F)F)cc2Cl)c(C)o1 ?
GBA enhancer: -0.5

Retrieved by structure from the list above (3):
Results for Cn1cc(C(=O)NCCc2ccccc2)c(=O)c2cc(S(=O)(=O)N3CCOCC3)ccc21 ?
GBA enhancer: -9.9

Results for Nc1ncnc2c1CCC2 ?
GBA enhancer: -20.8

What do the screens show for `CCCc1n[nH]c2c1/C(=N/O)CC(c1ccccc1)C2` (stereo unspecified)?
GBA enhancer: -12.6

Additional results:
How did COc1ccccc1N(CC(=O)N1CCCCC1)S(=O)(=O)c1ccccc1 do in these assays?
GBA enhancer: -21.4

Results for COc1ccc(C2=NCC(CSc3nccc(=O)[nH]3)S2)cc1 (stereo unspecified) ?
GBA enhancer: 21.3

What do the screens show for `CC1CCCN(CC(=O)Nc2ccc(S(=O)(=O)NC3CCCCC3)cc2)C1` (stereo unspecified)?
GBA enhancer: -27.4

How did Cc1cc(NCCN2CCOCC2)n2nc(C)c(-c3ccccc3)c2n1 do in these assays?
GBA enhancer: -10.8

Results for Cn1c(/C(C#N)=C(\O)COc2ccc3ccccc3c2)nc2ccccc21 ?
GBA enhancer: -27.1

How did Cc1ccc2cc(C#N)c(SCC(=O)NCc3ccco3)nc2c1 do in these assays?
GBA enhancer: -1.6

Results for COc1ccccc1C(=O)N(Cc1cccs1)C1CCS(=O)(=O)C1 (stereo unspecified) ?
GBA enhancer: -21.2

What do the screens show for `CCc1nnc(NC(=O)CCC(=O)N2CCCC2)s1`?
GBA enhancer: -2.1

What do the screens show for `COC(=O)c1[nH]c2cccc(OC)c2c1NC(=O)CCN1CCN(c2ccccc2OC)CC1`?
GBA enhancer: -9.1

Results for COc1ccc(NS(=O)(=O)c2ccc(C)c(C(=O)O)c2)cc1 ?
GBA enhancer: -0.6

What do the screens show for `CCS(=O)(=O)Nc1ccc(-c2nnc(SCC(=O)c3cccc(OC)c3)o2)cc1`?
GBA enhancer: -36.1

What do the screens show for `Cc1ccc(C)c(S(=O)(=O)NCc2cccnc2)c1`?
GBA enhancer: -28.2

Results for COc1cccc(CNC(=O)CCS(=O)(=O)c2cccc3nonc23)c1 ?
GBA enhancer: -29.2

Results for O=C(c1ccc(S(=O)(=O)N2CCCCC2)cc1)N1CCN(c2ccccc2)CC1 ?
GBA enhancer: -41.3

How did CN(C)C(=O)CN(c1ccc(F)c(Cl)c1)S(C)(=O)=O do in these assays?
GBA enhancer: 26.2

How did CC(=O)N1CCN(CCN=CC2=C(O)CC(C)(C)CC2=O)CC1 do in these assays?
GBA enhancer: -10.5

Results for COc1ccccc1NC(=O)c1nnn(Cc2ccccc2)c1NC(C)=O ?
GBA enhancer: -25.7

Results for N#CC1=C2Sc3ccccc3N2CCCC1=O ?
GBA enhancer: -17.1

What do the screens show for `CCOC(=O)CC(=O)CSc1ncnc2c1cnn2-c1ccccc1`?
GBA enhancer: -8.4

Results for CCOC(=O)C(NCc1ccccc1OC)(NC(C)=O)C(F)(F)F (stereo unspecified) ?
GBA enhancer: -23.3

How did Cc1cc(C)n2ncc(C(=O)Nc3ccc4c(c3)OCO4)c2n1 do in these assays?
GBA enhancer: -7.3

How did O=C(c1ccco1)[C@@H]1[C@@H]2C(=O)N(c3ccccc3)C(=O)[C@@H]2C2c3ccccc3C=CN21 (stereo partly specified) do in these assays?
GBA enhancer: -1.4

Results for CCN(CC)CCCN1C(=O)C(=O)/C(=C(/O)c2ccc3c(c2)OCCO3)C1c1ccc(C)o1 (stereo unspecified) ?
GBA enhancer: 6.4

What do the screens show for `CC(=O)c1cc(F)c(N2CCN(C(=O)c3ccco3)CC2)cc1C`?
GBA enhancer: -43.1

How did Cc1ccc(NC(=O)C2CCN(S(=O)(=O)c3cccc4nonc34)CC2)nc1 do in these assays?
GBA enhancer: -2.4

Results for CCOc1ccc2[nH]c(=O)c(CN(Cc3cccnc3)C(=O)Nc3ccccc3OC)cc2c1 ?
GBA enhancer: -7.0

What do the screens show for `O=C(CN1C(=O)C2C3C=CC(C3)C2C1=O)NCCC1=CCCCC1` (stereo unspecified)?
GBA enhancer: -7.7

How did N#CCSc1nnc(COc2cccc3ccccc23)n1-c1cccc(Cl)c1 do in these assays?
GBA enhancer: -48.4

How did C/C(N)=C(/C#N)C(=O)CSc1n[nH]c(-c2ccccc2Br)n1 do in these assays?
GBA enhancer: 3.1

Results for CCOCc1nc(C)c(Cl)c(NS(=O)(=O)c2ccc(N)cc2)n1 ?
GBA enhancer: -13.4

Results for C=CCn1c(SCC(=O)Nc2c(C)cccc2C)nnc1-c1ccncc1 ?
GBA enhancer: -37.7

Results for Cc1nn(C(=O)c2cc3sccc3[nH]2)c(C)c1C ?
GBA enhancer: 28.4

How did Cc1c(C(=O)OCC(C)C)[nH]c2c1C(=O)CC(c1ccco1)C2 (stereo unspecified) do in these assays?
GBA enhancer: -8.1

What do the screens show for `Cc1c(C2N3CC4(C)CN2CC(C)(C3)C4=O)c2ccccc2n1C` (stereo unspecified)?
GBA enhancer: -13.6

What do the screens show for `CCOc1ccc(OCC)c(NC(=O)Cn2cccc2)c1`?
GBA enhancer: 3.1

How did CCCN(CCO)Cc1cccc(Br)c1 do in these assays?
GBA enhancer: -5.2

How did CCN(CC)CCOC(=O)C1(c2ccccc2)CCOCC1 do in these assays?
GBA enhancer: -6.8

How did Cc1ccc(C)c(S(=O)(=O)C(C#N)c2nc3ccccc3nc2N2CCCC2)c1 (stereo unspecified) do in these assays?
GBA enhancer: 13.4

How did O=C(c1nc(-c2ccccc2)n(-c2ccccc2)n1)N1CCCCCC1 do in these assays?
GBA enhancer: 16.5

What do the screens show for `COc1ccc(N2CCN(C(c3cccs3)c3nnnn3C3CCCC3)CC2)cc1` (stereo unspecified)?
GBA enhancer: -11.5

Results for O=C(CCN1CCCCCC1)Nc1ccc(F)cc1 ?
GBA enhancer: -15.1

How did CCC(C(=O)c1ccc(O)cc1)c1ccccc1 (stereo unspecified) do in these assays?
GBA enhancer: -29.8

Results for CCOc1ccc(-c2nnc3ccc(SCC(=O)N4CCN(c5ccccc5)CC4)nn23)cc1 ?
GBA enhancer: 7.5

How did O=C(CNS(=O)(=O)c1ccc(Br)s1)Nc1ccc2c(c1)OCCO2 do in these assays?
GBA enhancer: -45.3

Results for COCCOCCn1c(CCCO)nc2ccccc21 ?
GBA enhancer: -0.4

Results for CCOC(=O)c1cc2sccc2n1CC(=O)N1CCN(C(=O)c2ccco2)CC1 ?
GBA enhancer: -17.4

Results for O=C(NCc1nnc(SCC(=O)N2CCCC2)o1)c1ccccc1F ?
GBA enhancer: -44.5

How did CCc1ccccc1N1CC(C(=O)O)CC1=O (stereo unspecified) do in these assays?
GBA enhancer: -36.4

What do the screens show for `Cn1c(=O)c2c(-c3ccc(C(C)(C)C)cc3)n(N3CCOCC3)cc2n(C)c1=O`?
GBA enhancer: -44.1

What do the screens show for `COc1cc(S(=O)(=O)N2CCOCC2)ccc1NC(=O)COC(=O)C12CC3CC(CC(C3)C1)C2`?
GBA enhancer: 4.0

Structures from the list above with a COOH group (3):
What do the screens show for `O=C(O)C1CC=CCC1C(=O)Nc1cc(Cl)ccc1Cl` (stereo unspecified)?
GBA enhancer: 40.7

Results for COc1ccc(NS(=O)(=O)c2ccc(C)c(C(=O)O)c2)cc1 ?
GBA enhancer: -0.6

How did CCc1ccccc1N1CC(C(=O)O)CC1=O (stereo unspecified) do in these assays?
GBA enhancer: -36.4

Only part of the results is shown; count on the stated rates, not on these rows.
